CRFBP-R2 block: antagonists of CRF-binding protein/CRF-R2 receptor complex. 350,000 compounds, 0.59% hits. HEK293 CRF-R2/CRF-BP, CRF-induced calcium fluorescence. inhibition, % at 11.8 µM. AID 588475;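 active = inhibition of the ligand-induced calcium signal above about 50% at the single tested concentration, limit read from the data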
IDE cell activ: IDE (human) activation, cell-based | P14735 | HEK cells, FAbeta-B cleavage, fluorescence polarization; 0% vehicle, 100% cell-free pure enzyme wells | activation, % at 5.96 µM | 340,000 compounds, 0.073% hits;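 active = activation above the mean of all tested compounds plus 3 SD, set per screening campaign, cut at about 17% in these data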
VIM-2 inhibitor: inhibitors of Pseudomonas aeruginosa VIM-2 metallo-beta-lactamase. purified VIM-2, nitrocefin hydrolysis, epi-absorbance fluorescence. inhibition, % at 5.6 µM. 290,000 compounds, 0.89% hits. AID 1527;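 active = inhibition above the mean of all tested compounds plus 3 SD, cutoff set per screening run, cut at about 7.5% in these data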;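 also: red hydrolysis product quenches plate fluorescence so inhibitors raise well fluorescence; 0% = enzyme with DMSO and 100% = DMSO without enzyme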
pCIP destab: compounds decreasing mouse p/CIP protein stability. decrease of EGFP signal, % at 10 µM. Q05BA5. 290,000 compounds, 0.01% hits. F442A p/CIP-EGFP cells, EGFP fluorescence, 16 h;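 active = EGFP signal decrease of at least 30% at 10 µM or well 3 SD below plate mean, unless failing retest; inactive = the rest, including hits failing retest or dose response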; also: some compounds called inactive have numbers as strong as hits; many of its hits are not listed in these tables
Target sequence (Q05BA5 1-1403): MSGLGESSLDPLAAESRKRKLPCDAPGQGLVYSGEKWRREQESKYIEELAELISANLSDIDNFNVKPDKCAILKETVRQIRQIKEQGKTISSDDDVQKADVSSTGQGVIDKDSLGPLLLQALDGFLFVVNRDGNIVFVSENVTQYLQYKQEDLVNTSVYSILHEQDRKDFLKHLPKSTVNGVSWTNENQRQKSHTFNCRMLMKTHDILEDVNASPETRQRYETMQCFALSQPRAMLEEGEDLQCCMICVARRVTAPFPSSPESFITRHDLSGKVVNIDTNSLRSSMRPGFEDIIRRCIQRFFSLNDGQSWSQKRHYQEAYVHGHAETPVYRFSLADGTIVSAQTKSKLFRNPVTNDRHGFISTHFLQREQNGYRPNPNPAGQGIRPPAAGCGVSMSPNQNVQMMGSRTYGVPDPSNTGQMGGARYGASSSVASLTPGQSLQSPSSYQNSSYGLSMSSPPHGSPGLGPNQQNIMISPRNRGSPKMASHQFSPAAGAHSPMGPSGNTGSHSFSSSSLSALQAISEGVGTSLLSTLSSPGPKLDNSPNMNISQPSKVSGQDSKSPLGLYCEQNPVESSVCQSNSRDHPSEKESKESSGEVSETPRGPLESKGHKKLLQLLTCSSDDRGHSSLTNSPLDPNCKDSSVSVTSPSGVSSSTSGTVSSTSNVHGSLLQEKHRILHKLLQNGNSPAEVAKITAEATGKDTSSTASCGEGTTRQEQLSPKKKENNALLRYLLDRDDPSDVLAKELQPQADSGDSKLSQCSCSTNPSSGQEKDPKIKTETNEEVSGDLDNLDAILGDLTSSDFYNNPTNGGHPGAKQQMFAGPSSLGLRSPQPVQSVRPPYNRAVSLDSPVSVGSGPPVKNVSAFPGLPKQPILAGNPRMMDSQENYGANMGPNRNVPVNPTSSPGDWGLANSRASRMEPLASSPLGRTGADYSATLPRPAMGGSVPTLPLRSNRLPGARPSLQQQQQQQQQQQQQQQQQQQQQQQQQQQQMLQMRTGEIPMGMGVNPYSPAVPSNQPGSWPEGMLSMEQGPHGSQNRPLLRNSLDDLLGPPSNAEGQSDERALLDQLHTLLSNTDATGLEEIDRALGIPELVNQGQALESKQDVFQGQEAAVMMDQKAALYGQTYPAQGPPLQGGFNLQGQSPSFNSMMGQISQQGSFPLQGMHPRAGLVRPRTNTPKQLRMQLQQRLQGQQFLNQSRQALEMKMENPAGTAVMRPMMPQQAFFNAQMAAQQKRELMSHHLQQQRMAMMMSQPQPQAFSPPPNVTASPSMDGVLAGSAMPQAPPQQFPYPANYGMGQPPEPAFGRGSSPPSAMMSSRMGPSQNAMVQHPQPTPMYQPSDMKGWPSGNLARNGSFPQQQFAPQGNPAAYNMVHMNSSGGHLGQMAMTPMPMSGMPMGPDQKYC
IDE cell inh: inhibitors of human insulin-degrading enzyme in cells. P14735. HEK cells, FAbetaB cleavage, fluorescence polarization. inhibition, % at 5.59 µM. 320,000 compounds, 0.41% hits. AID 434962;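 active = percent inhibition above the average of all tested compounds plus 3 SD, set per screening campaign, cut at about 16% in these data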;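 also: IDE supplied by intact live HEK cells; FP after avidin binding of uncleaved biotin substrate so inhibition keeps polarization high; 0% = DMSO wells and 100% = 60 µM reference IDE inhibitor Ii1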
GalR3 antag: antagonists of human GalR3; O60755; HEK293 GalR3-CNG cAMP membrane potential fluorescence; galR3 body fused to GalR1 C-terminus; inhibition, % at 3 µM; 360,000 compounds, 0.44% hits;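 active = inhibition above the screen-wide average plus 3 SD, cut at about 13% in these data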;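 also: forskolin and galanin both at EC90 stimulate the cells; cAMP rise reported by CNG channel membrane potential dye signal; 0% = forskolin plus galanin with DMSO and 100% = forskolin alone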
SUMO HTRF inh: SUMOylation inhibition; P63279; HTRF SUMOylation assay, SAE1/SAE2 + UBC9, in vitro; inhibition, % at 35 µM; 290,000 compounds, 0.36% hits; AID 2006; in the data active = inhibition above about 50%, passing the limit was not always enough; also: strong numbers were not always called active
IMP-1 inhibitor: blocks Pseudomonas aeruginosa IMP-1 metallo-beta-lactamase. purified IMP-1, nitrocefin hydrolysis, epi-absorbance fluorescence. inhibition, % at 5.6 µM. 290,000 compounds, 0.45% hits. AID 1556;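 active = inhibition above the mean plus 3 SD of all compounds in the same screening run, cut at about 4.5% in these data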;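 also: 0% = IMP-1 with DMSO and 100% = DMSO wells lacking enzyme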
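system = purified recombinant IMP-1 beta-lactamase | amount = 0.2 nM IMP-1, as dispensed | medium = HEPES buffer pH 7.1 with ZnSO4 and Brij 35 | times = 25 °C, 15 min preincubation, 25 min reaction | detection = plate fluorescence quenching by hydrolysis product, ex 480/em 530 nm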
NS3 helicase inh: HCV NS3 helicase inhibition. NS3 helicase DNA unwinding, Cy5 molecular beacon fluorescence. inhibition, % at 10.9 µM. 290,000 compounds, 0.56% hits;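 active = inhibition above the mean of all tested compounds plus 3 SD, set per campaign, cut at about 35% in these data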;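 also: 0% = DMSO wells and 100% = thioflavine S control wells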
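Measured by: Cy5 fluorescence, 0 and 60 min reads / Assay system: NS3 helicase fragment of HCV / Control set: low DMSO, high thioflavine S at 110 µM / Times: 1 h reaction at 25 °C, ATP-initiated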
Numbers without * were called inactive; / = not tested or not shown.

CRFBP-R2 block	IDE cell activ	VIM-2 inhibitor	pCIP destab	IDE cell inh	GalR3 antag	SUMO HTRF inh	IMP-1 inhibitor	NS3 helicase inh	SMILES
-1	4	/	/	0	-4	/	/	/	CCOC(=O)Cc1csc(SC(C)C(=O)NC2CCCCC2C)n1 (stereo unspecified)
-6	9	-3.6	-8	3	0	4	-3.7	10	COCCNC(=O)/C=C/c1c(Cl)cccc1Cl
-14	1	-2.6	-16	7	-1	-6	-4.6	-2	CCCC(=O)Nc1cccc2c1CCCC2
-10	2	1.2	0	3	-5	-3	1.2	-10	CC(=O)Oc1ccccc1N(C(C)=O)S(=O)(=O)c1ccc2ccccc2c1
-9	/	-1.4	2	2	-5	2	-2.6	3	CC(C)(C)c1ccc(NC(=O)c2ccsc2)cc1
3	6	-2.5	21	0	-1	-1	-1.2	11	COc1ccc(CNC(=O)CSc2nnc3nc(C)cc(C)n23)cc1OC
-5	-4	-0.9	-11	3	-1	21	-2.5	4	Cn1c(=O)n(Cc2ccccc2F)c(=O)c2c1nc1n2CCN1Cc1ccco1
-14	6	1.4	-1	-2	-5	-15	1.5	-10	CCOC(=O)c1sc(NC(=O)c2ccc(S(=O)(=O)N3CCOCC3)cc2)nc1-c1ccccc1
-5	3	5.2	-1	2	-8	9	-1.3	10	CCCn1c2ccc(F)cc2c2nnc(SCCN3CCCCC3)nc21
-41	-4	0.8	-4	0	-6	3	-0.7	-4	CCCCN(C(=O)NC(=O)Nc1cccc(C)c1C)S(C)(=O)=O
3	5	-4.0	-13	6	-2	-3	-2.6	-7	CCOc1cc(C(=S)N2CCOCC2)ccc1OS(=O)(=O)c1ccc(C)cc1
-3	0	0.5	6	10	-7	-16	-0.8	6	COC(=O)c1ccccc1NC(=O)CN(C)S(=O)(=O)c1ccc(OC)cc1
-6	2	/	/	0	-5	/	/	/	O=C(NCc1nc2ccccc2[nH]1)C1=C[C@H](C2CCCCC2)C[C@H](OCCCCO)O1
-13	-2	-3.9	-28	4	-7	40	-2.2	-7	COc1ccc(C(=O)N=c2sccn2C)cc1
6	-5	-1.2	3	0	-11	-13	1.5	4	COc1ccc(NC(=O)CS(=O)(=O)c2ccccc2Cl)cc1
19	6	3.3	-5	-5	4	-9	1.3	-11	O=C(Nn1c(SCc2ccc(F)cc2)nc2ccsc2c1=O)c1ccccc1
3	2	0.1	1	-1	-11	4	-2.5	3	COc1ccc(NC(=O)C2C3C=CC(O3)C2C(=O)O)cc1 (stereo unspecified)
3	-5	-3.0	19	-1	-5	2	-2.8	5	Cc1ccc(C(=O)N/N=C/C=C/c2ccccc2)o1
-4	4	-3.6	20	5	-4	-20	-1.6	2	COCCNC(=O)C(c1ccncc1)N(C(=O)c1sc(C)nc1C)c1cccc(C)c1 (stereo unspecified)
15	2	-1.3	-6	-4	5	3	-0.8	-3	Cc1ccc(CNC(=O)C(=O)NCC2OCCN2C(=O)c2ccc3c(c2)OCO3)cc1 (stereo unspecified)
-46	19*	0.5	-2	-3	-12	9	0.9	-72	CCCCCCCNC(=O)C1(CC2CC(c3cccc(Br)c3)=NO2)CCNCC1 (stereo unspecified)
11	-2	-2.2	-9	0	-5	5	-2.1	-5	O=[N+]([O-])c1ccc(-c2cnc(SC(c3ccccc3)c3ccccc3)[nH]2)cc1
/	/	-4.4	-3	-2	/	-22	-4.4	-7	COC(=O)C/C=C/[C@@H](C)[C@@H](/C=N/O[C@@H](C)c1cn([C@H](CO)Cc2ccccc2)nn1)NS(=O)(=O)c1ccc(C)cc1
-3	6	/	/	-1	3	/	/	/	COc1ccc(CCNC(=O)CN(C)S(=O)(=O)c2cccs2)cc1
15	7	-2.4	-4	0	0	16	-1.9	3	Cc1ccc(-c2ccc(=O)n(CC(=O)NCCCN3CCCCC3)n2)cc1
-6	6	/	/	-2	-7	/	/	/	COCc1c(C(=O)N2CCN(S(=O)(=O)c3ccccc3Cl)CC2)oc2ccccc12
11	1	/	/	-1	-4	/	/	/	CCN(CC)C(=O)CSc1nnc(SC(C)C(=O)NC2CC2)s1 (stereo unspecified)
14	-1	1.6	15	7	-6	-11	-0.5	29	CCCc1nn2c(=O)cc(CSCC(=O)Nc3ccc(OC)cc3)nc2s1
6	3	-4.9	3	11	-4	-1	-2.1	13	CCN(CC)c1ccc([N+](=O)[O-])cc1/C=N/NC(=O)CC#N
-1	1	4.4	-10	-1	-12	26	-3.3	-9	Clc1c(OCCCn2ccnc2)ccc2ccccc12
14	5	-1.6	-1	5	-4	3	-2.7	-7	CC(C)CCNC(=O)CO/N=C/c1ccccc1OC(F)F
4	8	-5.5	6	2	-7	15	-4.0	7	CCN1CCN(C(=O)c2cc3sccc3n2CC(=O)c2ccccc2)CC1
6	6	-3.6	-21	7	0	1	-0.3	-6	O=[N+]([O-])c1ccccc1/C=C/C=N/Nc1ccc(S(=O)(=O)Nc2ccc(Cl)cc2)cc1[N+](=O)[O-]
-3	-3	-0.8	-1	3	-2	4	-3.1	-10	O=C(Nc1cc(S(=O)(=O)N2CCOCC2)ccc1N1CCCC1)c1ccc2c(c1)S(=O)(=O)c1ccccc1C2=O
-6	3	-0.1	-11	-3	-3	11	0.0	-10	Nc1ccccc1C(=O)Nc1nccs1
2	0	/	/	2	-4	/	/	/	COc1ccccc1-n1ccnc(SCC(=O)NCc2ccccc2Cl)c1=O
-2	3	-0.7	6	3	0	-27	-0.9	-11	O=C(NCc1cccc(C(F)(F)F)c1)c1cccc(Cl)c1Cl
-8	5	-2.7	-6	2	-2	7	-2.0	7	COc1cc(C(=O)NCc2nc(C)cs2)ccc1OC1CCN(C(C)=O)CC1
-42	4	-2.3	-8	-4	-1	9	-4.2	-4	Cc1nn(C)cc1/C=N/NC(=S)Nc1ccc(Cl)cc1Cl
1	4	-2.6	2	2	1	4	-3.8	1	Cc1onc(-c2ccccc2Cl)c1C(=O)N1CCCCC1C(=O)O (stereo unspecified)
7	1	-2.3	-8	1	-4	23	0.4	-3	Cc1ccc2c(C(=O)CN3CCSCC3)c(C)[nH]c2c1
1	/	-0.8	-7	5	0	16	-1.4	2	N#C/C(C(N)=O)=C1/SC=C(c2ccccc2)N1c1ccccc1
8	2	-0.9	0	3	-2	12	0.3	-1	O=C(c1ccccc1F)N1C(=O)c2cccc3cccc1c23
7	2	-0.2	-6	-1	-2	5	-2.8	-1	Cc1cc(NC(=O)CSc2ncn[nH]2)no1
6	4	-3.5	2	4	0	-7	-0.4	8	CC(=O)N1CCC(N(CCN2CCOCC2)C(=S)Nc2ccccc2C)CC1
107*	5	-1.6	1	1	-1	0	-1.9	2	N#Cc1c(Cl)nc2c(c1C#N)CCCC2
17	3	-3.5	-3	2	-3	-22	-2.4	-39	CC(C)(C)OC(=O)[C@H](Cc1ccccc1)NC(=O)c1nc[nH]c1C(=O)NCC(=O)OCc1ccccc1
-5	6	/	/	4	-1	/	/	/	CC(C)CN(C(=O)c1ccc(Br)o1)C1CCS(=O)(=O)C1 (stereo unspecified)
21	5	-2.8	-4	2	5	-2	-1.2	-2	NC(=O)c1cc(S(=O)(=O)N2CCCC2)ccc1OCc1ccc(F)cc1
2	4	-5.1	3	-6	-1	6	-1.2	-3	CCc1ccc(N=C2N=C(N)c3ccccc32)cc1
-12	1	0.9	-6	1	-6	6	-2.8	-5	Cc1noc(C)c1C(=O)NCCCN1CCCC1=O
1	5	-7.5	6	4	-5	-14	-0.3	0	CCN(Cc1cc2cc(OC)ccc2[nH]c1=O)C(=O)c1ccncc1
-21	/	-2.2	-10	-4	-2	8	-3.9	0	COc1cc(/C=N/n2c(=S)[nH]nc(C)c2=O)cc([N+](=O)[O-])c1O
-1	-6	-2.1	/	3	7	/	-3.1	-7	CCOc1ccc(C2C(C(=O)NC)=C(C)Nc3nc4ccccc4n32)cc1OC (stereo unspecified)
48	-6	-3.4	-15	4	-4	18	-2.8	28	Cc1cccc(C(=O)Nc2scc(CC(C)C)c2C(=O)O)c1
-4	3	-1.4	4	2	-8	-7	-1.5	0	Cc1c(NC(=O)c2cc(-c3ccc(Cl)c(Cl)c3)on2)c(=O)n(-c2ccccc2)n1C

Next results follow:
CRFBP-R2 block	IDE cell activ	VIM-2 inhibitor	pCIP destab	IDE cell inh	GalR3 antag	SUMO HTRF inh	IMP-1 inhibitor	NS3 helicase inh	SMILES
5	2	-1.8	1	2	-8	-6	-2.0	-12	Cc1nn(CC(=O)NCc2ccccc2Cl)c(C)c1[N+](=O)[O-]
-24	2	-2.8	-1	3	1	8	-2.2	2	Cc1cc(F)ccc1NCC(=O)Nc1ccc(Br)cc1C
6	1	-0.7	4	5	2	12	-3.3	0	COc1ccccc1N1CCN(C(=O)COc2ccc(S(=O)(=O)NC(C)C)cc2)CC1
-4	3	/	/	-4	1	/	/	/	Cc1c(NC(=O)C(C)Oc2cccc(F)c2)c(=O)n(-c2ccccc2)n1C (stereo unspecified)
-4	1	-0.3	-14	9	-3	7	-2.6	11	COC(=O)N1C(=O)[C@](CC(C)C)(c2ccccc2)N1C(=O)OC
7	4	/	/	2	-4	/	/	/	COc1ccc(OC)c2sc(N3CCN(C(=O)c4ccc5ncsc5c4)CC3)nc12
-11	5	/	/	0	-6	/	/	/	O=S(=O)(NCCCCNS(=O)(=O)c1c(F)cccc1F)c1ccc2c(c1)OCCO2
-1	4	-4.2	-3	/	0	-4	-2.7	0	Cc1ccc(N2C(=O)N(CC(=O)Nc3ccccc3C)C(=O)C2C)cc1 (stereo unspecified)
24	3	1.1	-9	1	-9	32	-1.9	-1	COc1ccc(OC)c2c(N3CCN(C)CC3)cc(C(F)(F)F)nc12
2	3	0.1	10	4	-3	-9	-3.7	-5	N#CCSc1nc(-c2ccccc2)cs1
0	5	-2.9	-2	-3	-9	5	-4.8	1	Cc1ccc(C)c(NS(=O)(=O)c2ccc3oc(=O)ccc3c2)c1
-1	5	1.6	-10	0	3	11	-0.4	22	C(=N\N(c1ccccc1)c1ccccc1)/c1ccc2c(c1)OCO2
-5	-2	-4.2	-28	-3	-5	16	-4.4	6	O=C(N/N=C\c1ccc([N+](=O)[O-])s1)c1cncc(Br)c1
-8	-2	/	/	-1	-6	/	/	/	CCc1ccc(NC(=O)C(C)Sc2ccc(S(=O)(=O)N3CCN(C)CC3)cn2)cc1 (stereo unspecified)
-111	5	-0.4	4	2	-6	8	-1.0	2	O=C(CCCN1C(=O)/C(=C\c2cccs2)SC1=S)Nc1ccc(C(=O)O)cc1
-24	2	1.0	2	-2	-6	7	0.4	-5	O=C(CCS(=O)(=O)c1ccc(Cl)cc1)Nc1nc(-c2ccncc2)cs1

Compound activity as filed in PubChem BioAssay.
